Source: PubChem
HTR5A ag ctr: HTR5A agonists in luminescence cell assay, primary screen, counter-screen for OPRM1-OPRD1 heterodimer agonist project, full-deck HTS. 5-hydroxytryptamine receptor 5A (Homo sapiens), P47898. cell-based. activation, % at 9.3 µM. actives 0.61% (n = 340,000). AID 504692, 2011; in the data active = activation mostly above about 9.5%, no sharp cut-off; inactive = mostly below about 7.6%;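 also: 0% = cells with vehicle only and 100% = reference agonist; strong numbers were not always called active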
Target sequence (P47898 whole entry, looked up): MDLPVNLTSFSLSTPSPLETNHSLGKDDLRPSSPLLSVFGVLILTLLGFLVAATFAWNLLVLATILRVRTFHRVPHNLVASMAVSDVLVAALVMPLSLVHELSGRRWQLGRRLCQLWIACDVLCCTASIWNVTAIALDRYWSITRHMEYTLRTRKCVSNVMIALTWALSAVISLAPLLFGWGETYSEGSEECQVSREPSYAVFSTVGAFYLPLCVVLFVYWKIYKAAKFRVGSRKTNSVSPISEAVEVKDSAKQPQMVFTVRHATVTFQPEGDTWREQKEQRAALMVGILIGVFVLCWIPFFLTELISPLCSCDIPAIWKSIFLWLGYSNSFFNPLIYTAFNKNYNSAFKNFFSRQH
Keap1 Nrf2 FP: Keap1-Nrf2 protein-protein interaction inhibitors, primary screen, biochemical, fluorescence polarization, single point | actives 0.15% (n = 340,000) | inhibition, % at 9.4 µM | Keap1 Kelch-Nrf2 peptide fluorescence polarization, 1536-well | Kelch-like ECH-associated protein 1 (Homo sapiens), Q14145; in the data active = inhibition above about 12%;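 also: human Keap1 Kelch domain with fluorescein labeled Nrf2 9mer peptide probe; 0% = neutral control wells and 100% = peptide positive control; higher means more block of Keap1 binding to Nrf2 peptide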
V-ATPase pHluor: regulators of yeast V-ATPase proton pumping, primary screen, pHLuorin cytosolic pH fluorescence. S. cerevisiae. response, % at 10 µM. actives 0.37% (n = 350,000); in the data active = response mostly above about 7.3%, no sharp cut-off; inactive = mostly below about 5.4%; also: actives read high; inactives centre near 0; some compounds called inactive have numbers as strong as hits; reference of the scale not given here
HTR5A inv ctr: HTR5A inverse agonists in luminescence cell assay, primary screen, counter-screen for OPRM1-OPRD1 heterodimer inverse agonist project, full-deck HTS. inhibition, % at 9.3 µM. 5-hydroxytryptamine receptor 5A (Homo sapiens), P47898. HTR5A cell line, inverse agonism. actives 0.083% (n = 340,000). AID 504634, 2011; in the data active = inhibition mostly above about 23%, no sharp cut-off; inactive = mostly below about 18%;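 also: 0% = cells with DMSO and 100% = no-cell wells with DMSO; some compounds called inactive have numbers as strong as hits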
RTF Ca sens inh: cardiac RTF calcium sensitivity inhibitors, primary screen, biochemical, IANBD-TnC fluorescence, EC70 calcium | IANBD-labeled cardiac RTF, Ca2+ fluorescence | inhibition, % at 7.15 µM | actives 0.12% (n = 340,000) | AID 493244, 2011;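 active = inhibition above the mean inhibition of all tested compounds plus 3 SD, cut at about 17% in these data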;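 also: assay run at fixed EC70 calcium of 1.6 mM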
MOR-DOR ag: agonists of OPRM1-OPRD1 heterodimerization, primary screen, cell-based, luminescence; Mu-type opioid receptor (Homo sapiens) + Delta-type opioid receptor (Homo sapiens), …; cells; activation, % at 9.3 µM; actives 0.3% (n = 340,000); AID 504326, 2011; in the data active = activation above about 18%;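 also: 0% = vehicle-treated cells and 100% = reference agonist; values of inactives mirror those of a sister screen read the other way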
cardiac RTF act: cardiac RTF calcium sensitivity activators, primary screen, biochemical, IANBD-TnC fluorescence, EC20 calcium; IANBD-labeled TnC RTF fluorescence at EC20 calcium; 0% EC20 calcium, 100% full calcium; activation, % at 7.2 µM; actives 0.24% (n = 340,000); AID 493008, 2010;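 active = activation above the mean over all tested compounds plus 3 SD, cut at about 30% in these data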;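 also: rise in fluorescence read as greater calcium sensitivity of cardiac thin filaments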
MOR-DOR inv ag: inverse agonists of MOR-DOR heterodimerization, primary screen, cell-based, luminescence | Mu-type opioid receptor (Homo sapiens) + Delta-type opioid receptor (Homo sapiens), … | cell-based MOR-DOR heterodimer luminescence, inverse agonism | inhibition, % at 9.3 µM | actives 0.21% (n = 340,000); in the data active = inhibition above about 22%, passing the limit was not always enough;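 also: 0% = cells with DMSO and 100% = wells without cells with DMSO; values of inactives mirror those of a sister screen read the other way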
C-LANA FP: inhibitors of KSHV C-LANA binding to DNA, primary screen, biochemical, fluorescence polarization, FAM-LBS DNA, MBP-C-LANA, single point. inhibition, % at 9 µM. actives 0.078% (n = 340,000);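 active = highest replicate inhibition at or above 60% at 9 µM, even if other replicates fall short; inactive = all replicates below 60% inhibition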;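 also: 0% = neutral control wells and 100% = 4 µM acridine orange control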
CAL-PDZ inh HTS: untagged CAL PDZ binding inhibitors, primary screen, biochemical, fluorescence polarization, HTS. Golgi-associated PDZ and coiled-coil motif-containing protein (Homo sapiens), Q9HD26. inhibition, % at 24.9 µM. AID 602252, 2012. purified CAL PDZ, TMR-peptide fluorescence polarization, 1 h. actives 0.92% (n = 300,000);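 active = mean inhibition of at least 30% with at least half of replicates also reaching 30%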;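 also: 0% = DMSO neutral control and 100% = excess unlabeled competitor peptide PRC23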
An asterisk follows results filed as active; . = not tested or not shown.

[1] CCn1c2ccccc2n2c(=O)c(=O)n(CC(=O)Nc3ccc(C(C)C)cc3)nc12
[2] CCOC(=O)c1c(C)[nH]c(C)c1S(=O)(=O)N1CCN(c2ccc(F)cc2)CC1
[3] Cc1cccc(C2=NN(c3ccc(Br)cc3)[C@@H](C(=O)N3CCOC3=O)[C@@H]2c2ccc([N+](=O)[O-])cc2)c1
[4] CC(C)CN1CCN=C1N(C)C
[5] O=C1CSC(c2cn(-c3ccccc3)nc2-c2cc3ccccc3oc2=O)N1Cc1cccnc1 (configuration not stated)
[6] O=C(O)c1cccc(NC(=O)c2cccc(S(=O)(=O)N3CCc4ccccc43)c2)c1
[7] COC(=O)C1=C(C)NC(=O)C1(Nc1nccs1)C(F)(F)F (configuration not stated)
[8] COC(=O)CN(c1ccc(F)cc1)S(=O)(=O)c1ccccc1
assay / entry | 1 | 2 | 3 | 4 | 5 | 6 | 7 | 8
HTR5A ag ctr | 1.9 | 3.7 | -0.6 | 0.0 | -4.4 | -0.2 | 3.9 | 1.3
Keap1 Nrf2 FP | -8.4 | 3.7 | 1.1 | -1.6 | -0.4 | 2.0 | 0.1 | -4.4
V-ATPase pHluor | 2.7 | 2.3 | 3.0 | -1.4 | 0.6 | -1.1 | 0.1 | -0.5
HTR5A inv ctr | -5.3 | -0.7 | 2.6 | -14.4 | 18.9 | 0.6 | -7.2 | -24.7
RTF Ca sens inh | -4.0 | 10.2 | -7.5 | -23.7 | -6.5 | -3.7 | -8.5 | 3.3
MOR-DOR ag | -2.6 | -2.3 | 0.1 | -2.8 | -1.5 | -2.2 | -1.7 | -2.1
cardiac RTF act | -1.1 | -2.2 | -3.0 | -2.1 | 3.8 | -8.8 | 1.4 | -1.0
MOR-DOR inv ag | 13.4 | 12.6 | 0.3 | 15.3 | 8.7 | 11.6 | 7.0 | 11.6
C-LANA FP | 1.1 | 2.3 | -0.1 | 0.7 | -0.7 | -0.8 | 1.1 | 0.0
CAL-PDZ inh HTS | -1.9 | -5.2 | -1.6 | -2.4 | -2.7 | -3.6 | . | -1.4

[9] COc1ccc(CNCc2cccc(Oc3ccccc3)c2)cc1
[10] CCN(CC)C(=O)N1c2ccccc2C=Cc2ccccc21
[11] O=C(NNC(=O)c1ccccc1O)c1ccc(NS(=O)(=O)c2ccc(F)c(F)c2)cc1
[12] CN(CC(=O)Nc1ccc(F)cc1)C(=O)COC(=O)CNC(=O)c1ccc(Cl)cc1Cl
[13] O=c1[nH]c(C2CCCN(S(=O)(=O)c3ccccc3)C2)nc2c1nnn2Cc1ccc(OC(F)(F)F)cc1 (configuration not stated)
[14] NC(N)=N/N=C/c1ccc(OS(=O)(=O)c2ccccc2)cc1
[15] CN(C)S(=O)(=O)c1cccc(COC(=O)c2ccc3c(c2)OCO3)c1
[16] CC(/C=N/Nc1nnc2c(n1)[nH]c1ccccc12)=C\c1ccco1
assay / entry | 9 | 10 | 11 | 12 | 13 | 14 | 15 | 16
HTR5A ag ctr | 1.4 | 0.5 | -2.0 | 0.0 | 1.5 | 0.0 | 0.1 | 1.3
Keap1 Nrf2 FP | 6.0 | -4.5 | 0.2 | 2.2 | -1.7 | 4.0 | -3.5 | -5.8
V-ATPase pHluor | 0.4 | 0.5 | 2.4 | -4.0 | 2.7 | -2.5 | 5.8 | -1.7
HTR5A inv ctr | -3.8 | 2.3 | -10.3 | 8.6 | -5.8 | -19.9 | 22.0 | -13.4
RTF Ca sens inh | -0.4 | -7.1 | 7.2 | -3.8 | 0.2 | -2.7 | -3.7 | -3.2
MOR-DOR ag | 4.3 | 0.1 | -2.1 | -0.1 | -3.6 | 2.8 | 0.4 | -3.9
cardiac RTF act | 6.7 | 6.1 | 8.1 | 1.9 | -4.7 | -4.4 | 3.1 | -3.3
MOR-DOR inv ag | -22.7 | -0.4 | 13.9 | 0.9 | 18.1 | -19.0 | -1.8 | 18.0
C-LANA FP | -0.1 | 4.0 | 0.9 | -0.5 | 2.5 | -6.0 | -0.2 | 1.1
CAL-PDZ inh HTS | 7.1 | -2.2 | -2.5 | -24.7 | -6.8 | -2.9 | 0.4 | -0.2

Eight compounds from above, ordered by length of the SMILES, descending:
[13] O=c1[nH]c(C2CCCN(S(=O)(=O)c3ccccc3)C2)nc2c1nnn2Cc1ccc(OC(F)(F)F)cc1 (configuration not stated)
[12] CN(CC(=O)Nc1ccc(F)cc1)C(=O)COC(=O)CNC(=O)c1ccc(Cl)cc1Cl
[6] O=C(O)c1cccc(NC(=O)c2cccc(S(=O)(=O)N3CCc4ccccc43)c2)c1
[15] CN(C)S(=O)(=O)c1cccc(COC(=O)c2ccc3c(c2)OCO3)c1
[16] CC(/C=N/Nc1nnc2c(n1)[nH]c1ccccc12)=C\c1ccco1
[14] NC(N)=N/N=C/c1ccc(OS(=O)(=O)c2ccccc2)cc1
[8] COC(=O)CN(c1ccc(F)cc1)S(=O)(=O)c1ccccc1
[9] COc1ccc(CNCc2cccc(Oc3ccccc3)c2)cc1
assay / entry | 13 | 12 | 6 | 15 | 16 | 14 | 8 | 9
HTR5A ag ctr | 1.5 | 0.0 | -0.2 | 0.1 | 1.3 | 0.0 | 1.3 | 1.4
Keap1 Nrf2 FP | -1.7 | 2.2 | 2.0 | -3.5 | -5.8 | 4.0 | -4.4 | 6.0
V-ATPase pHluor | 2.7 | -4.0 | -1.1 | 5.8 | -1.7 | -2.5 | -0.5 | 0.4
HTR5A inv ctr | -5.8 | 8.6 | 0.6 | 22.0 | -13.4 | -19.9 | -24.7 | -3.8
RTF Ca sens inh | 0.2 | -3.8 | -3.7 | -3.7 | -3.2 | -2.7 | 3.3 | -0.4
MOR-DOR ag | -3.6 | -0.1 | -2.2 | 0.4 | -3.9 | 2.8 | -2.1 | 4.3
cardiac RTF act | -4.7 | 1.9 | -8.8 | 3.1 | -3.3 | -4.4 | -1.0 | 6.7
MOR-DOR inv ag | 18.1 | 0.9 | 11.6 | -1.8 | 18.0 | -19.0 | 11.6 | -22.7
C-LANA FP | 2.5 | -0.5 | -0.8 | -0.2 | 1.1 | -6.0 | 0.0 | -0.1
CAL-PDZ inh HTS | -6.8 | -24.7 | -3.6 | 0.4 | -0.2 | -2.9 | -1.4 | 7.1

Carrying on:
[17] ONC(=Nc1ccccc1Cl)c1ccccc1Cl
[18] CC(=O)N1CCN(Cc2nc3cc(NS(C)(=O)=O)ccc3n2C)CC1
[19] O=C1/C(=C/c2ccncc2)CCc2ccccc21
[20] COc1ccc(C(=O)NC(=S)N2CCNC(=O)C2)cc1Br
[21] CC(C)(C)C(=O)NCCN1CCN(C(=O)C(C)(C)C)CC1
[22] Cc1ccc(-c2nnc(CCC(=O)NCC3C4CC5CC(C4)CC3C5)o2)s1 (configuration not stated)
[23] COc1cc(NS(=O)(=O)c2ccc(NC(=O)COc3ccc(C)cc3)cc2)nc(OC)n1
[24] CC(=O)C1=C(O)C(=O)N(c2ccc(Br)cc2)C1c1cccc([N+](=O)[O-])c1 (configuration not stated)
[25] CCO[C@@H]1OC(C(=O)O)=C[C@H](c2ccc(Br)cc2)[C@H]1CCCO
assay / entry | 17 | 18 | 19 | 20 | 21 | 22 | 23 | 24 | 25
HTR5A ag ctr | 7.1 | 6.6 | -0.7 | -4.6 | 2.0 | -3.4 | 1.8 | 0.5 | 12.1
Keap1 Nrf2 FP | -1.4 | -4.3 | -2.1 | 2.2 | -8.0 | 3.3 | 0.0 | -2.4 | -8.8
V-ATPase pHluor | -3.5 | -0.1 | 6.6 | -3.7 | 2.8 | 2.8 | 5.1 | 3.2 | -5.0
HTR5A inv ctr | -14.0 | -12.4 | 1.8 | 12.5 | -1.8 | 9.3 | 9.2 | 14.1 | -0.8
RTF Ca sens inh | -1.4 | -0.1 | -3.7 | 2.6 | -14.7 | -7.8 | 0.5 | -0.5 | -0.4
MOR-DOR ag | 1.1 | -4.2 | -2.6 | -1.6 | -0.4 | -0.5 | -2.9 | -1.9 | 3.3
cardiac RTF act | -3.3 | -1.2 | 0.8 | 5.1 | 9.7 | -2.4 | 3.9 | -2.0 | -5.3
MOR-DOR inv ag | -5.6 | 19.4 | 13.1 | 8.7 | 2.0 | 2.8 | 16.6 | 9.4 | -18.5
C-LANA FP | -0.9 | -0.4 | 3.1 | 2.3 | 2.2 | 1.0 | -0.1 | 0.8 | 0.1
CAL-PDZ inh HTS | -3.3 | -1.7 | -4.8 | -1.5 | -0.4 | -5.7 | -2.6 | . | -0.6
